# High-throughput results from PubChem.
# Pin1 inhibitor = blocks the human prolyl isomerase Pin1; actives 0.009% (n = 390,000); Q13526; Pin1 FP peptide displacement, HiFluor488, 10 min; Potency, µM (highest dose often 115 µM), without a hit: top-dose activity, negative = inhibition, actives largely listed as inhibitors; active = well fitted inhibition curve with a large enough effect in the polarisation, with a control signal flat, not every such curve was filed as active; inconclusive = small, poorly fitted or top-dose-only effect, or effect the other way, or a change in a side signal; inactive = no such curve, though single readings can be large or run the other way; the % refers to the polarisation; note: potency is the fitted concentration of half-maximal effect; % is set by controls: 0 for no effect and ±100 for the full control effect
# Tb PGK inh = T. brucei PGK inhibition; PGK/GAPDH coupled, Kinase-Glo luminescence, 60 min; Potency, µM (titrated, usually from 57.5 µM), without a hit: at the highest dose activity change, negative = inhibition, usual class: inhibitors; actives 0.043% (n = 380,000); note: potency is the fitted concentration of half-maximal effect; % is set by controls: 0 for no effect and ±100 for the full control effect; nearly all actives have a fitted effect of over 60% in size
#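 Luminescent ATP detection (Kinase-Glo Plus) follows a 60-minute room-temperature incubation, with wells lacking PGK as controls. Buffer: 100 mM TEA (pH 7.6), 5 mM MgCl2, 0.01% Tween-20. Coupling enzyme GAPDH (100 nM final) supplies unstable 1,3-BPG in-well.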
# USP1 inh = USP1/UAF1 (human) deubiquitinase inhibition; O94782; recombinant USP1/UAF1, Ub-Rhodamine cleavage fluorescence; Potency, µM (doses to about 57.1 µM), for the others: top-dose activity change, negative = inhibition, actives largely listed as inhibitors; actives 0.23% (n = 390,000); note: potency is the fitted concentration of half-maximal effect; % is set by controls: 0 for no effect and ±100 for the full control effect; nearly all actives have a fitted effect of over 60% in size; inactives centre near -12
# Target sequence (O94782 whole entry, looked up): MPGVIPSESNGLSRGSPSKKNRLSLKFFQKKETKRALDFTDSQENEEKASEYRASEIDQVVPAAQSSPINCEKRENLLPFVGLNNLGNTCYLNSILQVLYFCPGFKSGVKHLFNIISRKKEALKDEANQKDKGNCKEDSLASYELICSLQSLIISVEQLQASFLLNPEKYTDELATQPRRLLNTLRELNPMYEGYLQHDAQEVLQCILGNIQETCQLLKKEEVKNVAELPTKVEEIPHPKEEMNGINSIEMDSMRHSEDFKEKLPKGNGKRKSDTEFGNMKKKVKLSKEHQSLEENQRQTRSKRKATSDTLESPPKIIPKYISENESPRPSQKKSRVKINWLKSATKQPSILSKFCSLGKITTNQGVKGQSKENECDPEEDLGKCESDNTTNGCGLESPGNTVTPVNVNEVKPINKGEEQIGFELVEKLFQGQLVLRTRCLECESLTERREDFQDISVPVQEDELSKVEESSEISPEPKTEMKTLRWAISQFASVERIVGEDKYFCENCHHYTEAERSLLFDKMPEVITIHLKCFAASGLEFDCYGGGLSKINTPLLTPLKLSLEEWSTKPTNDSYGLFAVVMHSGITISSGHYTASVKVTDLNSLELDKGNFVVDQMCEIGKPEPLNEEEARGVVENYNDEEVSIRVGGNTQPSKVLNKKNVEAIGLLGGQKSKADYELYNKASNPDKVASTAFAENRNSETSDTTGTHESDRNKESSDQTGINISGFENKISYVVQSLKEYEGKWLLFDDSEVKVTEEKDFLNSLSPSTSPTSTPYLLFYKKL
#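 USP1/UAF1 complex (1 nM) preincubated 15 min at room temperature with compound, then Ub-Rho substrate (150 nM final) added. Kinetic fluorescence at 480/540 nm over 6 reads at 60 s intervals; 50 mM HEPES pH 7.8, 0.5 mM EDTA, 0.1 mg/ml BSA, 1 mM TCEP, 0.01% Tween-20.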
# rTrxR1 inhibitor = rat TrxR1 inhibition. O89049. recombinant rTrxR1, NADPH fluorescence consumption, selenite substrate. Potency, µM (highest dose often 114 µM), inactives show top-dose activity change, negative = inhibition, actives largely listed as inhibitors. actives 1% (n = 390,000). AID 588453; note: potency is the fitted concentration of half-maximal effect; % is set by controls: 0 for no effect and ±100 for the full control effect; nearly all actives have a fitted effect of over 65% in size
#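 Rat TrxR1 (90 nM in the dispensed reagent) was pre-reduced with 400 uM NADPH for 5 min at room temperature, then incubated with compound for 15 min. After 400 uM selenite was added, NADPH fluorescence (Ex 340/Em 450 nm) was followed for 8 min.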
# HP1b binding inh = blocks HP1-beta chromodomain binding to methylated histone tails; P83916; AlphaScreen HP1-beta / biotin-H3K9me3 peptide binding; Potency, µM (series often up to 114 µM), inactives show top-dose activity change, negative = inhibition, most hits filed as inhibitors; actives 0.56% (n = 390,000); AID 540317; note: potency is the fitted concentration of half-maximal effect; nearly all actives have a fitted effect of over 70% in size; inactives centre near 23
# Target sequence (P83916 whole entry, looked up): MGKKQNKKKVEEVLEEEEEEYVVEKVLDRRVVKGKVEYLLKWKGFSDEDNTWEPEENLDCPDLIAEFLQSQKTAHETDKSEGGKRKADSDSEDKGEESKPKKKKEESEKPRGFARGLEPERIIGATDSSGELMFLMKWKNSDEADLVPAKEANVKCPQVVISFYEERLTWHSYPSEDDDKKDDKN
#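 HP1-beta protein (50 nM final) preincubated 30 min at room temperature with biotinylated H3(1-18)K9me3 peptide (50 nM) in PBS pH 7.4, 0.01% Tween-20, then compound added for 30 min. AlphaScreen streptavidin donor/nickel chelate acceptor beads (10 ug/mL final), 30 min dark, luminescence read.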
# PI4K2A inh = inhibitors of human PI4K2A; Q9BTU6; purified PI4K2A, ADP-Glo luminescence, 1 h; active compounds read low; activity change, negative = inhibition, % at 76.9 µM; actives 0.13% (n = 420,000); in the data active = activity change below about -50%; inconclusive = mostly about -30% to -49%;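 note: -100% = wells without enzyme as full effect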
#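 Compounds are screened against recombinant PI4K2A using PI as substrate and ATP, the latter dispensed at 300 microM. Reactions run one hour at ambient temperature before ADP-Glo detection; full inhibition defined by wells lacking enzyme.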
# IDH1 R132H inh = human IDH1 R132H inhibition | O75874 | IDH1-R132H enzyme, NADPH consumption, diaphorase/resazurin fluorescence | Potency, µM (doses to about 76.6 µM), inactives show top-dose activity change, negative = inhibition, hits mostly inhibitors | actives 0.093% (n = 390,000) | AID 602179; note: potency is the fitted concentration of half-maximal effect; % is set by controls: 0 for no effect and ±100 for the full control effect; nearly all actives have a fitted effect of over 65% in size
#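 IDH1-R132H (0.5 ug/mL dispensed) in pH 7.5 Tris buffer was preincubated 30 min with compound, then given a substrate mix of 0.016 mM NADPH and 2 mM alpha-KG for 80 min at room temperature; remaining NADPH was read by diaphorase/resazurin fluorescence.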
# GLS inh = blocks human kidney-isoform glutaminase activity; O94925; GLS enzymatic activity, qHTS titration; Potency, µM (top dose mostly 45.5 µM), inactives show at the top dose activity change, negative = inhibition, hits mostly inhibitors; actives 0.21% (n = 410,000); AID 624170; note: potency is the fitted concentration of half-maximal effect; % is set by controls: 0 for no effect and ±100 for the full control effect
#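 Coupled fluorescence readout: glutamate oxidase/HRP/Amplex Red detect glutamate formed by hKGA from L-glutamine (1 mM solution added). Buffer 45 mM KH2PO4 pH 8.2, 0.02% Tween-20; reads at t0 and 30 min RT.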
# TrxR1 substrate = substrates of rat thioredoxin reductase 1; O89049; purified TrxR1 substrate turnover, NADPH consumption readout; Potency, µM (titrated, usually from 114 µM), inactives show at the top dose activity change, negative = substrate turnover; actives 0.01% (n = 390,000); note: potency is the fitted concentration of half-maximal effect; % is set by controls: 0 for no effect and ±100 for the full control effect; nearly all actives have a fitted effect of over 50% in size
#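 Rat TrxR1, dispensed at 90 nM, was prereduced with 400 uM NADPH (final) for 5 min at ~22 deg C, then incubated with compound 15 min before 400 uM selenite. A first-read NADPH fluorescence drop versus no-compound background flagged substrates.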
# The depositor's hits bear a star; i = inactive; ? = inconclusive; . = not tested or not shown; & = joins results of further samples; [ ] = dose if it differs, or a comment. Unless noted, calls come from the whole dose curve; as a rule, active = well fitted curve in the direction sought with a large enough effect; inconclusive = small, poorly fitted or top-dose-only effect, or another doubt; inactive = no such curve, though single readings can be large; an effect the other way counts as inactive or inconclusive. Only part of the results is shown (hit frequency here may not be typical).
Pin1 inhibitor	Tb PGK inh	USP1 inh	rTrxR1 inhibitor	HP1b binding inh	PI4K2A inh	IDH1 R132H inh	GLS inh	TrxR1 substrate	SMILES
-10.4%	-0.3%	4.3%	0.0%[57.1 µM]	?	4.3	7.6%	7.7%	4.7%[57.1 µM]	c1ccc(CNC2=NCCCC2)cc1
-9.8%	-9.9%	-7.7%	-8.2%	21.7%	-2.1	1.1%	6.2%	-6.8%	COc1ccc(CN2C(=O)c3ccccc3C2C(=O)NCc2cccnc2)c(OC)c1 (centres undefined)
-4.0%	i	-22.9%	-14.5%	32.6%	-1.2	4.8%	-0.8%	-1.5%	COc1ccc(C(=O)NC2CC2)cc1OC1CCN(Cc2ccc(NC(C)=O)cc2)CC1
0.3%	7.6%	-16.7%	17.6%	35.6%	-22.3	-9.8%	-0.3%	7.0%	CCOC(=O)c1sc(NC(=O)CC)c(C#N)c1C
-10.8%	-3.1%	-1.0%	-7.9%[57.1 µM]	16.5%	3.0	6.9%	17.1%	4.9%	Cn1c(=S)[nH]c2cccnc21
-0.8%	1.6%	-12.0%	-5.1%[57.1 µM]	3.3%	0.6	-9.7%	13.7%	-4.5%[57.1 µM]	COc1ccc(CCNC(=O)COc2ccc(S(=O)(=O)NC(C)C)cc2)cc1OC
13.4%	-3.1%	-23.6%	-11.2%	23.8%	-0.2	3.5%	4.2%	-10.3%	CCCc1cc2c(cc1NS(=O)(=O)c1ccc(CCNC(C)=O)cc1)OCO2
-5.4%	6.3%	2.5%	-2.8%	24.7%	-14.9	3.3%	0.4%	6.5%[57.1 µM]	CC(C)n1cc2c(N)ncnc2n1
-2.0%&-8.3%	-4.5%&-10.0%	-20.1%&5.1%	-2.1%&10.1%	24.0%&14.1%	2.7&0.6	-2.4%&-7.6%	-0.2%&-1.3%	-5.5%&-3.7%	COc1cc(NS(=O)(=O)c2ccc3[nH]c(=O)[nH]c3c2)cc(OC)c1
-1.5%	8.6%	-7.4%	16.1%	9.0%	2.0	5.3%	-2.6%	-1.9%	Cc1ccc(C)c(OCCNc2ncccc2[N+](=O)[O-])c1
-4.3%	i	-13.4%	16.9%	31.5%	4.7	0.9%	-11.6%	-4.3%	O=C(COC(=O)c1ccco1)Nc1ccc([N+](=O)[O-])cc1Cl
-2.0%	-4.1%	-18.4%	-11.7%	16.1%	-1.3	-0.7%	1.3%	-13.6%	O=S(=O)(c1ccc2nc(SCc3ccc(Cl)cc3)[nH]c2c1)N1CCOCC1
0.0%	-9.7%	-4.1%	-11.8%	29.2%	-1.1	4.0%	-4.4%	-9.0%	Cc1ccc(NC(=O)c2ccc3c(c2)OCCO3)nc1
3.2%	i	-14.1%	30.8%[57.1 µM]	26.7%	-5.9	12.3%	-3.5%	-10.9%[57.1 µM]	NC(=O)COC(=O)CC(c1ccccc1)c1ccccc1
-3.7%	-7.7%	-19.3%	7.9%	33.9%	0.2	-9.8%	10.9%	0.7%	CC(C)NC(=O)Nc1ccc2c(c1)C(=O)N([C@H](C)CO)C[C@H](C)[C@@H](CN(C)C(=O)Nc1ccc3c(c1)OCO3)O2
-6.8%	4.7%	-19.4%	13.4%[57.1 µM]	14.8%[57 µM]	-1.8	-10.6%	3.3%	-0.4%[57.1 µM]	COc1cccc(CNC(=O)c2ccc3c(c2)nc2n3CCOC2)c1
1.6%	6.8%	-8.3%	6.0%[57.1 µM]	32.0%	-1.5	6.8%	2.9%	8.3%[2.29 µM]	Cc1ccc(C(=O)NCCCN2CCOCC2)c(C)c1
-2.0%	-2.1%	-23.0%	4.8%[57.1 µM]	34.5%	2.4	4.3%	3.6%	15.3%[57.1 µM]	CSc1nccn1CC(=O)Nc1ccc(F)cc1
-12.5%	-1.1%	-3.0%	9.4%[57.1 µM]	18.0%	9.1	7.5%	10.8%	7.9%[57.1 µM]	O=C(CN1C(=O)C2CC=CCC2C1=O)OCCN1C(=O)c2ccccc2C1=O (centres undefined)
?	2.4%	-5.8%	10.2%[57.1 µM]	43.9%	2.4	-17.2%	-1.3%	-0.5%[57.1 µM]	Cc1cccc(CN2C(=O)c3ccccc3S(=O)(=O)c3ccc(C(=O)OCC4CCCO4)cc32)c1 (centres undefined)
-9.6%	-3.4%	-18.1%	20.6%	13.4%	-2.4	-6.8%	3.3%	8.7%	Cc1ccc(OC[C@H](O)[C@H](C)NC(C)C)c2c1CCC2
1.3%	-2.1%	-10.2%	1.8%	34.1%[activator]	-0.8	-1.9%	-5.4%	2.1%	O=C(Nc1ccc(Cl)cc1C(=O)NCC1CCCO1)c1ccco1 (centres undefined)
-0.2%	-9.2%	1.8%	-8.8%[57.1 µM]	11.0%	-3.3	1.6%	1.1%	-0.9%[57.1 µM]	O=CN1CCC(=O)N(Cc2ccccc2)c2ccccc21
1.7%	-7.2%	-21.4%	31.7%[57.1 µM]	17.7%	2.4	3.9%	-0.5%	5.9%[57.1 µM]	CC(=O)O[C@H]1CC[C@@]2(C)[C@@H](CC[C@@H]3[C@@H]2CC[C@]2(C)[C@@H](C(C)(C)O)C[C@@H]32)C1
-9.7%	i	-20.7%	5.3%	47.5%[activator]	-4.7	1.1%	-12.1%	-7.3%[57.1 µM]	COc1ccc(CC2(CO)CCN(S(=O)(=O)c3c(C)nn(C)c3Cl)CC2)cc1
1.0%	-1.5%	-20.4%	19.0%[57.1 µM]	27.9%	3.7	3.6%	17.2%	14.0%[57.1 µM]	COc1ccc(N2CCN(Cc3cc(=O)oc4cc5c(cc34)CCCC5)CC2)cc1
-5.6%	-0.1%	-4.7%	19.8%[57.1 µM]	12.7%[57 µM]	-3.1	-4.4%	-1.3%	5.1%[57.1 µM]	Cc1cccc(NC(=O)N2CCN(C(=O)c3nsc4ccccc34)CC2)c1C
-0.1%	i	-4.9%	9.0%	5.9%	-2.1	4.9%	2.0%	-0.2%	CC(=O)Nc1ccc(S(=O)(=O)NCCC(=O)OCC(=O)c2ccc(F)c(F)c2)cc1
13.7%	1.8%	-22.9%	-10.1%	.	3.6	-3.8%	-0.8%	-6.3%	CC1C(c2ccccc2)N(C)C(c2ccccc2)C(C)C1(O)C#Cc1ccccc1 (centres undefined)
-4.9%	-5.4%	-4.2%	17.5%[11.4 µM]	-16.0%	0.1	2.5%	0.0%	-12.2%	CSc1nnc(-c2cc(Br)ccc2N=Cc2c(C)[nH]n(-c3ccccc3)c2=O)c(=O)[nH]1
-1.6%	i	2.8%	-8.4%	-3.6%	0.4	-3.6%	-2.8%	-8.8%	CNC(=O)CN(c1ccc(F)cc1)S(=O)(=O)c1cc(C)ccc1OC
-1.0%	1.7%	-11.6%	14.6%[57.1 µM]	23.5%	-3.5	-0.3%	2.7%	7.5%[57.1 µM]	CC(C)NC(=O)NCCCCCCS(C)=O (centres undefined)
34.7%[activator]	.	-19.0%	-24.7%	22.6%	2.0	7.1%	-11.5%	1.4%	Cc1ccc(C(=O)Nc2nnc(CC(=O)N/N=C/c3ccncc3)s2)cc1
26.5%	-0.5%	-9.7%	10.6%[57.1 µM]	15.5%	-1.0	6.1%	12.7%	-8.5%[57.1 µM]	CCOc1cc(N2CCOCC2)c(OCC)cc1NC(=O)c1ccc(S(C)(=O)=O)cc1
-2.0%	7.1%	-1.6%	4.1%	45.8%[activator]	-5.7	-10.5%	0.5%	2.4%	CSCCC(NC(=O)COc1ccccc1)C(=O)N(C)CC(=O)Nc1c(C)cccc1C (centres undefined)
4.2%	1.0%	-4.7%	-12.6%	31.3%	-2.6	2.4%	10.2%	-11.6%	COc1cc2ccccc2cc1C(=O)Nc1nnc(-c2ccncc2)o1
-0.6%	i	-20.6%	-12.6%	48.9%[activator]	-3.3	6.2%	-12.4%	-15.3%	O=C(N/N=C/C(Cl)=C/c1ccccc1)c1cnccn1
-5.1%	7.0%	-5.7%	4.7%	5.6%	-0.3	7.5%	-7.1%	-2.4%	CCC(CC)C(=O)Nc1ccc(Sc2ccc([N+](=O)[O-])cc2)cc1
-5.9%	0.4%	-20.8%	-6.2%[2.29 µM]	19.7%[57 µM]	0.5	4.8%	1.5%	-3.4%[2.29 µM]	Cc1cc(NC(=O)C(C)SCC(=O)N(C)Cc2c(F)cccc2Cl)no1 (centres undefined)
118.0%[activator]	-10.5%	-10.0%	6.5%	4.9%	-2.0	-9.3%	12.0%	-2.8%	CCOc1ccccc1CNC(=O)Cn1nc(C)c2c(C)n(-c3ccc(C)cc3)nc2c1=O
-2.0%	-7.3%	-18.0%	-9.1%	-27.4%	4.7	3.0%	7.1%	-13.5%	CCN(CC)CCN(C(=O)c1ccc2c(c1)OCCO2)c1nc2cc(C)cc(C)c2s1
23.4%	i	-31.9%	14.2%[57.1 µM]	-9.3%	2.9	3.9%	1.4%	7.4%[57.1 µM]	Cn1cccc1C(=O)NC(=O)COC(=O)CC12CC3CC(CC(Br)(C3)C1)C2
-9.8%	-9.3%	-17.9%	-8.8%[57.1 µM]	24.6%	0.9	9.0%	-6.3%	-3.7%[57.1 µM]	COC(=O)c1ccc(-n2c(/C=C\c3cccc(Br)c3)nc3ccccc3c2=O)cc1
